# Assay outcomes from PubChem.
# RXFP1 agonist – agonists of human relaxin receptor RXFP1. AID 2676. HEK293T-RXFP1 cAMP TR-FRET, 30 min; response scale: percent of porcine relaxin response, buffer zero. actives 0.3% (n = 370,000). Potency, µM (highest dose often 57.5 µM), for inactives: at the highest dose activation, most hits filed as activators; further: on the % scale 0 is the no-effect control and ±100 the full control effect; nearly all actives have a fitted effect of over 60% in size; many of its hits are not listed in these tables
# Target sequence (Q9HBX9 whole entry, looked up): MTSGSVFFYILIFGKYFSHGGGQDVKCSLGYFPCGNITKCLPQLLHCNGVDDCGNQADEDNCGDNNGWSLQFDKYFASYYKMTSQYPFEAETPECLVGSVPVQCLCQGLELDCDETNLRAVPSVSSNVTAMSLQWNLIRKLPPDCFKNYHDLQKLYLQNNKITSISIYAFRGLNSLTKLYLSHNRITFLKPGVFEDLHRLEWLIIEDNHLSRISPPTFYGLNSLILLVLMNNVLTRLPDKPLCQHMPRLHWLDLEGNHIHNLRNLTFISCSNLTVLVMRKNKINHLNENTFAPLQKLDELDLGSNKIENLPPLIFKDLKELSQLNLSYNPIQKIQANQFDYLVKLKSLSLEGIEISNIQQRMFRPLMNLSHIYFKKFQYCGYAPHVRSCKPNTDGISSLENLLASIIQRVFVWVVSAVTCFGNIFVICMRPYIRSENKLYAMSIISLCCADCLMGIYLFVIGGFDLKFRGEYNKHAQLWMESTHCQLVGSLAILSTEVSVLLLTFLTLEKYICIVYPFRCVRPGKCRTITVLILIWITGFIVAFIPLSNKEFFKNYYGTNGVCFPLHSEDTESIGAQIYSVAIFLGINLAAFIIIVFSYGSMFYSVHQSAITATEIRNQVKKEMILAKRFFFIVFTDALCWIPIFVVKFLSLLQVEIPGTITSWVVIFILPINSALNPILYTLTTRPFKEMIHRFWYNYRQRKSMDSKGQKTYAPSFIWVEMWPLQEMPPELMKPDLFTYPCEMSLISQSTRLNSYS
#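 Agonist response is measured as cAMP accumulation in an RXFP1-transfected HEK293T line under PDE4 inhibition. Values are scaled between buffer-only and 29 nM porcine relaxin, and EC50s come from standard Hill equation fits.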
# Glioma ERSR ind – induces the endoplasmic reticulum stress response in human glioma cells; Potency, µM, for inactives: at the top dose activation, usual class: activators; actives 0.02% (n = 420,000); U87-MG GRP78 promoter luciferase reporter, 16 h; further: series mostly up to about 76 µM; % of control where 0% means no effect; nearly all actives have a fitted effect of over 35% in size
#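 Stably transfected U87-MG human glioma cells carrying a GRP78-based luminescent sensor were seeded at 1000 cells/well, pin-dosed with compounds and incubated 16 h. Luciferase reagent was then added, and end-point luminescence was read after 10 min at room temperature.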
# The depositor's hits bear a star; ? = inconclusive; nt = no result given; & = joins results of further samples. The call rests on the fitted dose curve; in most records, active means well fitted curve in the direction sought with a large enough effect; inconclusive means small, poorly fitted or top-dose-only effect, or another doubt; inactive means no such curve, though single readings can be large; an effect the other way counts as inactive or inconclusive. Potency means the concentration at half of the fitted maximal effect. A portion of the library; the hit share may differ from the screen's.
SMILES,RXFP1 agonist,Glioma ERSR ind
CCN(CC)CCNC(=O)c1ccc(NC(=O)c2ccc(Cl)c(S(=O)(=O)Nc3ccccc3OC)c2)cc1,0.6%,nt
COC(=O)C1=C(C)N(Cc2ccccc2)C(=NCc2ccco2)N[C@H]1c1ccc(Br)cc1,2.0%,nt
Cc1cc2cc(C)c3nnc(SCC(=O)N4CCc5ccccc54)n3c2cc1C,-1.1%,nt
CC(C)(C)CC(=O)OCC(=O)[C@@]12OC(C)(C)O[C@@H]1C[C@H]1[C@@H]3CCC4=CC(=O)C=C[C@]4(C)[C@@]3(F)[C@@H](O)C[C@]12C,nt,-4%
O=C(Nc1ccccc1)N1CCC2(CC1)CCN(C(=O)c1cccc(F)c1)CC2,nt,-4%
COc1ccccc1CNc1ncncc1-c1ccccc1Cl,nt,-5%
O=C(Oc1ccccc1)c1cccc(C(=O)Oc2ccccc2)c1,nt,-9%
COc1cccc(Cn2c(=O)cnc3cnc(OCc4ccccc4)nc32)c1,nt,-3%
COc1ccccc1N1CCN(c2nc(CNC(=O)c3ccc(C)c(C)c3)nc3ccccc23)CC1,nt,-6%
CCCCCCCCCCCCCCCCOC[C@H](COP(=O)([O-])OCC[N+](C)(C)C)OC(=O)CCCCCCCC(=O)O,nt,-7%
COc1cccc(-c2ccc3ncnc(NCc4cnc(C)cn4)c3c2)c1,nt,1%
CCOC(=O)CCN1C(=O)[C@H]2[C@H]3[C@H](O)[C@H](O)C/C(=N/NC(=O)OCC)[C@@H]3CC[C@@H]2C1=O,nt,-5%
CC(=C(CCOP(=O)(O)O)SC(=O)c1ccccc1)N(C=O)Cc1cnc(C)nc1N,nt,-2%&-4%
C[C@H](Cc1nc2c(cnn2-c2ccccc2Cl)c(=O)[nH]1)C(F)(F)F,nt,-2%
Cc1cc2ccc(=O)oc2cc1OC[C@@H](O)C(C)(C)O,nt,0%
COC(=O)c1c(OC)cc2c(c1C)Oc1c(Cl)c(OC(C)=O)c(Cl)c(C)c1C(=O)O2,nt,1%
COc1cc2c(cc1OC)C1C(=O)c3c(cc4c(c3O)C=CC(C)(C)O4)OC1CO2 (stereo not drawn),nt,-3%
COC(=O)C/C=C\[C@@H](C)[C@@H](/C=N\O[C@@H]1O[C@H](COC(C)=O)[C@H](OC(C)=O)[C@H](OC(C)=O)[C@H]1OC(C)=O)OC,nt,-2%
COc1ccc(OC)c2c(=S)c3ccccc3[nH]c12,nt,-3%
COCCn1c(=O)c(-c2cccc(C#N)c2)nc2cnc(Oc3ccccc3)nc21,nt,-4%
COc1ccc(CNc2cc(-c3cccc(NS(C)(=O)=O)c3)ncn2)c(OC)c1,nt,-4%
Cn1cc(-c2nc3cnc(N4CCNCC4)nc3n(C3CC3)c2=O)c2ccccc21,nt,-4%
Cn1cc(-c2nc3cnc(N4CCOCC4)nc3n(CCC#N)c2=O)c2ccccc21,nt,-1%
CN(C)CC(C)(O)c1ccc2c(c1)CN(Cc1cccn1-c1cccnc1)CCO2 (stereo not drawn),nt,0%
COc1cccc(-c2cc(NCc3ccccc3)ncn2)c1,nt,3%
SMILES,RXFP1 agonist,Glioma ERSR ind
CCOC(=O)C1=C(C)NC(C)=C(C(=O)OC)[C@@H]1c1cccc(Cl)c1Cl,nt,-4%
CCN(CC)CCOC(=O)c1ccc(N)cc1Cl,nt,-5%
O=S(=O)(O)c1cc(O)c2c(N=Nc3ccc(Nc4ccccc4)c4c(S(=O)(=O)O)cccc34)cc(S(=O)(=O)O)cc2c1,nt,-10%
Cc1cccn2c(=O)c(-c3nnn[nH]3)cnc12,nt,-4%
COC(=O)c1ccc(CN2CCOc3ccc(CN4CCC(O)(c5cccnc5)CC4)cc3C2)cc1,nt,-3%
O=C(NCc1ccccn1)c1cnn(-c2ncc3c(n2)-c2ccccc2CC3)c1C1CC1,nt,-3%
Cn1c(=O)c(-c2ccccc2)nc2cnc(OCc3ccccc3)nc21,nt,-1%
CC(=O)c1ccc(OC2C=CC(C#Cc3ccc(Br)cc3)OC2CO)cc1 (stereo not drawn),nt,-1%
c1nc(NCCN2CCOCC2)c2cc(-c3ccc4c(c3)OCO4)ccc2n1,nt,-1%
CCNc1ncc2nc(-c3cc(F)cc(F)c3)c(=O)n(C)c2n1,nt,-2%
CC(CCC(=O)O)C1CCC2C3CC[C@@H]4CCCC[C@@]4(C)C3CC[C@@]12C (stereo partly drawn),nt,-4%
O=C(c1cnccn1)N1CCC[C@@]2(CCN(Cc3ccncc3)C2)C1,nt,-1%
CN1CCCC(CNC(=O)c2cnn(-c3ncc4c(n3)-c3ccccc3CC4)c2C2CC2)C1 (stereo not drawn),nt,-5%
Cc1cccc(C(=O)NCc2nc(-c3ccccc3NC(=O)C3CCCO3)oc2C)c1 (stereo not drawn),nt,-4%
COC(=O)C/C=C\[C@@H](C)[C@@H](/C=N\OC[C@@H]1O[C@H](c2ccccc2)C=C[C@@H]1Oc1ccc(OC)cc1)NS(=O)(=O)c1ccc(C)cc1,nt,-5%
O=C(c1cnn(-c2nccc(-c3ccccc3F)n2)c1C1CC1)N1CCCCC1c1cccnc1 (stereo not drawn),nt,-3%
COc1ccccc1-c1nccc(NC2CCNCC2)n1,nt,-1%
O=C(N/N=C1/C[C@@H](O)[C@@H](O)[C@@H]2[C@H]3C(=O)N(c4ccc(F)cc4F)C(=O)[C@@H]3CC[C@@H]12)OCc1ccccc1,nt,-4%
COc1ccc(COC(=O)N/N=C2/C[C@@H](O)[C@@H](O)[C@@H]3[C@@H]4C(=O)N(Cc5ccc6c(c5)OCO6)C(=O)[C@H]4CC[C@H]23)cc1,nt,-4%
COc1ccc(C(=O)N2CCC[C@@]3(CCN(Cc4ccc(C#N)cc4)C3)C2)cc1,nt,-2%
CS(=O)(=O)N1CCC[C@@]2(CCN(C(c3ccccc3)c3ccccc3)C2)C1,nt,0%
CC(C)CC1OC(=O)C2=CCCCC21 (stereo not drawn),nt,-8%
CN(C)CCC1(c2ccc(Cl)cc2)Cc2ccccc2C(=O)O1 (stereo not drawn),nt,1%&-7%
CC[C@@H]1OC(=O)[C@H](C)[C@H](O[C@@H]2C[C@](C)(OC)[C@H](O)[C@H](C)O2)[C@H](C)[C@H](O[C@@H]2O[C@@H](C)C[C@@H](N(C)C)[C@@H]2O)[C@](C)(O)C[C@H](C)[C@@H]2N[C@H](COCCOC)O[C@H]([C@@H]2C)[C@]1(C)O,nt,-6%
COc1cccc(C=NC=Nc2cccc(OC)c2)c1,nt,3%

# Sorted by number of heavy atoms (highest first): some entries from above.
SMILES,RXFP1 agonist,Glioma ERSR ind
CC[C@@H]1OC(=O)[C@H](C)[C@H](O[C@@H]2C[C@](C)(OC)[C@H](O)[C@H](C)O2)[C@H](C)[C@H](O[C@@H]2O[C@@H](C)C[C@@H](N(C)C)[C@@H]2O)[C@](C)(O)C[C@H](C)[C@@H]2N[C@H](COCCOC)O[C@H]([C@@H]2C)[C@]1(C)O,nt,-6%
COC(=O)C/C=C\[C@@H](C)[C@@H](/C=N\OC[C@@H]1O[C@H](c2ccccc2)C=C[C@@H]1Oc1ccc(OC)cc1)NS(=O)(=O)c1ccc(C)cc1,nt,-5%
O=S(=O)(O)c1cc(O)c2c(N=Nc3ccc(Nc4ccccc4)c4c(S(=O)(=O)O)cccc34)cc(S(=O)(=O)O)cc2c1,nt,-10%
O=C(N/N=C1/C[C@@H](O)[C@@H](O)[C@@H]2[C@H]3C(=O)N(c4ccc(F)cc4F)C(=O)[C@@H]3CC[C@@H]12)OCc1ccccc1,nt,-4%
COC(=O)c1ccc(CN2CCOc3ccc(CN4CCC(O)(c5cccnc5)CC4)cc3C2)cc1,nt,-3%
O=C(c1cnn(-c2nccc(-c3ccccc3F)n2)c1C1CC1)N1CCCCC1c1cccnc1 (stereo not drawn),nt,-3%
CN1CCCC(CNC(=O)c2cnn(-c3ncc4c(n3)-c3ccccc3CC4)c2C2CC2)C1 (stereo not drawn),nt,-5%
O=C(NCc1ccccn1)c1cnn(-c2ncc3c(n2)-c2ccccc2CC3)c1C1CC1,nt,-3%
Cc1cccc(C(=O)NCc2nc(-c3ccccc3NC(=O)C3CCCO3)oc2C)c1 (stereo not drawn),nt,-4%
COc1ccc(C(=O)N2CCC[C@@]3(CCN(Cc4ccc(C#N)cc4)C3)C2)cc1,nt,-2%
c1nc(NCCN2CCOCC2)c2cc(-c3ccc4c(c3)OCO4)ccc2n1,nt,-1%
CS(=O)(=O)N1CCC[C@@]2(CCN(C(c3ccccc3)c3ccccc3)C2)C1,nt,0%
CC(CCC(=O)O)C1CCC2C3CC[C@@H]4CCCC[C@@]4(C)C3CC[C@@]12C (stereo partly drawn),nt,-4%
O=C(c1cnccn1)N1CCC[C@@]2(CCN(Cc3ccncc3)C2)C1,nt,-1%
CN(C)CCC1(c2ccc(Cl)cc2)Cc2ccccc2C(=O)O1 (stereo not drawn),nt,1%&-7%
COc1cccc(C=NC=Nc2cccc(OC)c2)c1,nt,3%
CCN(CC)CCOC(=O)c1ccc(N)cc1Cl,nt,-5%
Cc1cccn2c(=O)c(-c3nnn[nH]3)cnc12,nt,-4%
CC(C)CC1OC(=O)C2=CCCCC21 (stereo not drawn),nt,-8%

# More structures follow:
SMILES,RXFP1 agonist,Glioma ERSR ind
C[C@@](N)(C(=O)O)c1ccc(S(=O)(=O)O)cc1,nt,0%
COc1ccccc1-c1cncnc1NCc1cnc(C)cn1,nt,0%
COc1ccc(OC)c(-c2ccnc(-n3ncc(C(=O)NC(C)(C)CO)c3C3CC3)n2)c1,nt,1%
COc1ccc(Oc2ncc3nc(-c4ccc(F)cc4)c(=O)n(C)c3n2)cc1,nt,-1%
O=C(CCn1cncn1)NCC1Cc2cc(-c3ccsc3)cc(Cl)c2O1 (stereo not drawn),nt,0%
CCOC(=O)O[C@]1(C(=O)COC(=O)CC)CC[C@@H]2[C@@H]3CCC4=CC(=O)C=C[C@@]4(C)[C@H]3[C@H](O)C[C@]21C,nt,-4%
CN(Cc1ccccc1)C(=O)[C@H](Cc1ccc2ccccc2c1)NC(=O)[C@@H]1CCCN1C(=O)Nc1ccccc1[N+](=O)[O-],nt,-5%
Cn1cccc1C(=O)N1CCC2(CC1)CN(C(=O)Nc1cccc(F)c1)C2,nt,6%
N[C@@H](Cc1cc(-c2ccc(Cl)cc2Cl)cc(CP(=O)(O)O)c1O)C(=O)O,nt,-3%
O=C(Oc1ccccc1)N1CCC2(CC1)CN(c1ncccn1)C2,nt,-4%
COc1cccc(Cn2c(=O)c(-c3cccc(C#N)c3)nc3cnc(N4CCOCC4)nc32)c1,nt,-3%
CCNc1ncc2nc(-c3ccc(Cl)cc3)c(=O)n(CCC#N)c2n1,nt,-4%
O=C(Oc1ccccc1)N1CCC2(CC1)CCN(c1ccccc1)CC2,nt,-2%
O=C(O[C@H]1CN2CCC1CC2)N1CCc2ccccc2[C@@H]1c1ccccc1,nt,-3%
Cn1cccc1C(=O)N1CCC2(CC1)CCN(C(c1ccccc1)c1ccccc1)CC2,nt,-3%
Cc1cccc(CNC(=O)c2cnn(-c3nccc(-c4cccs4)n3)c2C(C)C)n1,nt,-3%
CCN(CC)CCNC(=O)COc1ccc(Cl)cc1,nt,-2%
COCCNc1ncnc2ccc(-c3ccoc3)cc12,nt,-2%
O=C1CSC2(CCN(CCCN3c4ccccc4Sc4ccc(Cl)cc43)CC2)N1,nt,-5%
CSCC[C@H](NC(=O)[C@H](CO)NC(=O)[C@H](Cc1ccc(O)cc1)NC(=O)[C@@H](N)CO)C(=O)N[C@@H](CCC(=O)O)C(=O)N[C@@H](Cc1cnc[nH]1)C(=O)N[C@@H](Cc1ccccc1)C(=O)N[C@@H](CCCNC(=N)N)C(=O)N[C@@H](Cc1c[nH]c2ccccc12)C(=O)NCC(=O)N[C@@H](CCCCN)C(=O)N1CCC[C@H]1C(=O)N[C@H](C(=O)NCC(=O)N[C@@H](CCCCN)C(=O)N[C@@H](CCCCN)C(=O)N[C@@H](CCCNC(=N)N)C(=O)N[C@@H](CCCNC(=N)N)C(=O)N1CCC[C@H]1C(=O)N[C@H](C(=O)N[C@@H](CCCCN)C(=O)N[C@H](C(=O)N[C@@H](Cc1ccc(O)cc1)C(=O)N1CCC[C@H]1C(=O)O)C(C)C)C(C)C)C(C)C,nt,-1%
NC(=O)CC[C@H](N)C(=O)O,nt,-5%&-6%
OC[C@@H]1O[C@H](OC2[C@@H](O)[C@@H](O)[C@@H](O)O[C@@H]2CO)[C@H](O)[C@@H](O)[C@@H]1OC1O[C@H](CO)[C@@H](O)[C@H](O)[C@@H]1O (stereo partly drawn),nt,0%
CCNc1ncc2nc(-c3ccc(Cl)cc3)c(=O)n(Cc3cccc(OC)c3)c2n1,nt,-3%
Cn1c(=O)c(-c2ccccc2)nc2cnc(Nc3ccccc3)nc21,nt,-4%
CC(N)(C(=O)O)c1ccc(-c2nn[nH]n2)cc1 (stereo not drawn),nt,-6%
CCCC(=O)O[C@]1(C(=O)CO)CCC2[C@@H]3CCC4=CC(=O)CC[C@]4(C)C3C(O)C[C@]21C (stereo partly drawn),nt,-5%
C=C1c2cccc(C(F)(F)F)c2O[C@H](C(=O)OCC)[C@@H]1CCCCCC,nt,-1%
CCCCS(=O)(=O)N[C@@H](Cc1ccc(OCCCCC2CCNCC2)cc1)C(=O)O,nt,-3%
O=C1/C(=C\c2ccc(O)c(O)c2)Oc2cc(O)ccc21,nt,?
O=C(Nc1cccc(F)c1)N1CC2(CCN(C(=O)c3ccco3)CC2)C1,nt,-2%
